High-throughput results (PubChem BioAssay)
LDHA block: blocks human lactate dehydrogenase A; P00338; purified LDHA, NADH/diaphorase-resazurin fluorescence; hits give low values; activity change, % (values are at about 110 or 230 µM); hit rate 0.15% among 480,000; in the data active means activity change below about -30%; inconclusive means mostly about -25% to -30%;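 further: plate controls were DMSO wells for no effect and wells without enzyme for full effect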
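Remaining NADH was detected by diaphorase (0.133 mg/mL) converting 37 µM resazurin to fluorescent resorufin, read at 0 and 20 minutes. The preceding 5-minute room-temperature reaction used 2 nM LDHA, 0.2 mM sodium pyruvate and 0.06 mM NADH at pH 7.4.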
Pol kappa inh: inhibitors of human DNA polymerase kappa; hit rate 0.53% among 400,000; Potency, µM (highest dose often 107 µM), for inactives: at the top dose activity, negative = inhibition, most hits filed as inhibitors; AID 588579; purified Pol kappa, fluorescent DNA synthesis assay, 10 min; Q9UBT6; further: potency means the concentration at half of the fitted maximal effect; on the % scale 0 is the no-effect control and ±100 the full control effect
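Readout: fluorescence, taken kinetically at 0 and 10 min. Conditions: 10 nM Pol kappa, 15 min RT compound preincubation, 50 nM substrate final. Controls: enzyme-free buffer wells.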
Apoferritin bind: binds horse apoferritin like a general anesthetic; apoferritin/1-aminoanthracene competitive binding, fluorescence; Potency, µM (series often up to 77.5 µM), inactives show top-dose activity change, negative = displacement, usual class: inhibitors; hit rate 0.074% among 350,000; further: potency means the concentration at half of the fitted maximal effect; on the % scale 0 is the no-effect control and ±100 the full control effect; nearly all actives have a fitted effect of over 20% in size
Target sequence (P02791 2-175 limits assumed): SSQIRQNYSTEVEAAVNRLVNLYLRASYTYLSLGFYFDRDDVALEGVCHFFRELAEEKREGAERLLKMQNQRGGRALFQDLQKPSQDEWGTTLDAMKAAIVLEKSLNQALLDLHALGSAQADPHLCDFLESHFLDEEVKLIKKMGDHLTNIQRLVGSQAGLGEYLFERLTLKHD
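Steps: apoferritin (10 uM) was premixed with half-saturated 1-AMA in PBS, compounds were pin-transferred, plates stood 10 min at room temperature, fluorescence was read at 380/535 nm, and curves were fitted with a Hill equation.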
ERG-DNA inh: blocks human ERG Ets domain binding to DNA; fluorescence polarization, His-ERG Ets domain / labelled DNA; Potency, µM (doses to about 76.9 µM), inactives show at the highest dose FP activity, negative = inhibition, usual class: inhibitors; AID 624246; P11308; hit rate 0.028% among 370,000; active means well fitted inhibition curve with a large enough effect in the polarisation, with a control signal flat; inconclusive means small, poorly fitted or top-dose-only effect, or effect the other way, or a change in a side signal; inactive means no such curve, though single readings can be large or run the other way; the % refers to the polarisation;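 further: polarization taken with two DNA probes labelled with fluorescein and Texas red; potency means the concentration at half of the fitted maximal effect; % of control where 0% means no effect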
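His-tagged ERG Ets domain (1 uM in the protein solution; 300mM KCl, 50mM Tris-HCl, 1mM EDTA, 1mM DTT, pH 7.5) received compound, then a probe mix of 5 nM fluorescein-DNA and 100nM Texas-615-DNA. Fluorescence polarization was read for both dyes.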
RGS4 inh: inhibitors of human regulator of G protein signaling 4; Transcreener GDP fluorescence polarization, RGS4-accelerated GTP hydrolysis; hit rate 0.039% among 390,000; P49798; Potency, µM (highest dose often 114 µM), for the others: top-dose activity change, negative = inhibition, actives largely listed as inhibitors; further: potency means the concentration at half of the fitted maximal effect; on the % scale 0 is the no-effect control and ±100 the full control effect; nearly all actives have a fitted effect of over 75% in size; some results filed as inactive show a strong effect at the top dose
Target sequence (P49798 whole entry, looked up): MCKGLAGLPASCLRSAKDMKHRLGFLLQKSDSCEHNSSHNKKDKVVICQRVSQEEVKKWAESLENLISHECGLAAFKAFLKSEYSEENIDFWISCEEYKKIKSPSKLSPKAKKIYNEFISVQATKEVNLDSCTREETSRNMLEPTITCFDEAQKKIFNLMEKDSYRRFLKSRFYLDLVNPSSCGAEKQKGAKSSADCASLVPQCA
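MLSMR compounds (23 nl, pin-transferred) preincubated 10 min at room temperature with a 500nM (2x) first reagent, then RGS4 at 900nM (2x) plus Transcreener GDP mix added; fluorescence polarization (620/688 nm) read before and after 90 min at 30 °C.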
APE1 inh: APE1 (human) endonuclease inhibition. recombinant APE1, TAMRA/BHQ-2 abasic DNA cleavage fluorescence. Potency, µM (top dose mostly 65.8 µM), without a hit: at the highest dose activity change, negative = inhibition, usual class: inhibitors. hit rate 0.35% among 350,000. AID 2517;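 further: potency means the concentration at half of the fitted maximal effect; plate controls were vehicle for no effect and reference inhibitor for full effect; nearly all actives have a fitted effect of over 55% in size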
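Measures dequenching upon AP-site incision of a 5'-TAMRA/3'-BHQ-2 THF-containing duplex, 50 nM; human APE1 0.75 nM after 15 min room-temperature exposure to compound; kinetic three-point read at one-minute spacing.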
Pol beta inh: blocks human DNA polymerase beta activity. Pol beta primer extension/strand displacement, fluorescence kinetic. hit rate 1.3% among 340,000. Potency, µM (doses to about 114 µM), for inactives: at the top dose activity change, negative = inhibition, actives largely listed as inhibitors. AID 485314. P06746; further: potency means the concentration at half of the fitted maximal effect; on the % scale 0 is the no-effect control and ±100 the full control effect
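Homogeneous kinetic assay of primer extension and strand displacement by 10 nM Pol beta, preincubated 15 min at room temperature with compound before 50 nM substrate (final) was added. Read at 0 and 10 min; four-parameter Hill fit.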
POLH inh: inhibitors of human DNA polymerase eta | AID 588591 | Potency, µM (series often up to 114 µM), for the others: at the highest dose activity change, negative = inhibition, most hits filed as inhibitors | hit rate 1.2% among 390,000 | recombinant Pol eta, fluorescent DNA replication assay; further: potency means the concentration at half of the fitted maximal effect; on the % scale 0 is the no-effect control and ±100 the full control effect
Target sequence (Q9Y253 whole entry, looked up): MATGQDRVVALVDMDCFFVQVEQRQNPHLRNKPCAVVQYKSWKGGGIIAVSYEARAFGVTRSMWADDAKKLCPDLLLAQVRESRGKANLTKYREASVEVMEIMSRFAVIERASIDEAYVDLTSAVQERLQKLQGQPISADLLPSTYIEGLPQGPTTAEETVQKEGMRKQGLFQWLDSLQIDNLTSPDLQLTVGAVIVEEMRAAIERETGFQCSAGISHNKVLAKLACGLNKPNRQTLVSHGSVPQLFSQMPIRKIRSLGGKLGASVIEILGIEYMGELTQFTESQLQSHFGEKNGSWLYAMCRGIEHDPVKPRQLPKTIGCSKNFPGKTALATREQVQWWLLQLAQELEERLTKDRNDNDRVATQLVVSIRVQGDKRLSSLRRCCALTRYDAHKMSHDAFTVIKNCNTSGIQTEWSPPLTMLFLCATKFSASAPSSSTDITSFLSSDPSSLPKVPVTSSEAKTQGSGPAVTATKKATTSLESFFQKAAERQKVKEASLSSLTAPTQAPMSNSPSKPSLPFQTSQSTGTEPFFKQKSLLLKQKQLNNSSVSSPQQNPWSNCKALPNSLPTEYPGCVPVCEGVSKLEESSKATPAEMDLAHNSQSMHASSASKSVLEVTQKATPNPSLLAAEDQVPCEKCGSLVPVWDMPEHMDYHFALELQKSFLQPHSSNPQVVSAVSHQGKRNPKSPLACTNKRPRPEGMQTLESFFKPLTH
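Fluorescent replication assay: 50 nM final substrate added after a 15 min room-temperature compound preincubation with 10 nM enzyme. Signal taken at 0 min and again at 10 min.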
12-LOX inh: inhibitors of human 12S-lipoxygenase ALOX12; purified 12hLO, xylenol orange hydroperoxide absorbance; Potency, µM (series often up to 108 µM), for inactives: at the highest dose activity change, negative = inhibition, hits mostly inhibitors; AID 1671190; hit rate 1.1% among 580,000; P18054; further: potency means the concentration at half of the fitted maximal effect; on the % scale 0 is the no-effect control and ±100 the full control effect
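Purified human 12hLO (150 nM final) in 25 mM Hepes, 0.01% Triton X-100, pH 7.0 was preincubated 15 min at room temperature with compound. Then 40 uM arachidonic acid was added, 30 min. Hydroperoxide was read by Fe-XO absorbance ratio 573/405 nm.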
* hit, by the source's call; [ ] = another dose, or the depositor's remark. Unless noted, the call rests on the fitted dose curve; in most records, active means well fitted curve in the direction sought with a large enough effect; inconclusive means small, poorly fitted or top-dose-only effect, or another doubt; inactive means no such curve, though single readings can be large; an effect the other way counts as inactive or inconclusive. Not all compounds are listed, so the mix of outcomes need not match the whole.

COCCN(C(=S)Nc1ccccc1OC)C1CCN(C(C)=O)CC1 was read as LDHA block 0, Pol kappa inh -4%, Apoferritin bind 5%, ERG-DNA inh 2%, RGS4 inh -29%, APE1 inh 7%, Pol beta inh 6%, POLH inh -1% and 12-LOX inh -12%.
Screening Cc1c(Cl)cccc1NC(=O)N1CCC(CN2CCCC2)CC1 returned LDHA block -2, Pol kappa inh -5%, Apoferritin bind -16%, ERG-DNA inh -11%, RGS4 inh -2%, Pol beta inh 2%, POLH inh -10% and 12-LOX inh -6%.
COc1ccc2nc(SCC(=O)NC(C)c3ccccc3)[nH]c2c1 (stereo not given) was read as LDHA block 0, Pol kappa inh -4%, ERG-DNA inh -8%, RGS4 inh -12%, APE1 inh 11%, POLH inh -9% and 12-LOX inh -12%.
O=C(CC1C(=O)NCCN1C(=O)Nc1ccccc1)Nc1ccc2c(c1)OCCO2 (stereo not given) was read as LDHA block 5, Pol kappa inh -14%, Apoferritin bind inconclusive, ERG-DNA inh 12%, RGS4 inh 23%, APE1 inh -2%, Pol beta inh 16%, POLH inh -7% and 12-LOX inh 0%.
CC(C)CC1C(C#N)=C(N)OC2=C1C(=O)CC(c1ccccc1)C2 (stereo not given) was read as LDHA block 0, Pol kappa inh 0%, Apoferritin bind -19%, ERG-DNA inh 1%, RGS4 inh 6%, APE1 inh -6%, Pol beta inh 2%, POLH inh -7% and 12-LOX inh 170%[activator].
CCN(C(=O)COC(=O)CSc1ccc(C)c(C)c1)C1CCS(=O)(=O)C1 (stereo not given) was read as LDHA block 1, Pol kappa inh 2%, Apoferritin bind -6%, ERG-DNA inh -4%, RGS4 inh -10%, APE1 inh 12%, Pol beta inh 40%, POLH inh -13% and 12-LOX inh 5%.
CCN(CC(=O)Nc1sc2c(c1C#N)CCCC2)CC(=O)NC1CCS(=O)(=O)C1 (stereo not given) was read as LDHA block -2, Pol kappa inh 8%, Apoferritin bind -10%, ERG-DNA inh -12%, RGS4 inh -9%, APE1 inh 2%, Pol beta inh -3%, POLH inh -20% and 12-LOX inh 21%.
For Cc1ccc(C(=O)NNC(=O)c2csc(N3CCOCC3)n2)s1 the results were LDHA block 0, Pol kappa inh -8%, ERG-DNA inh 0%, RGS4 inh -37%, APE1 inh 25%, POLH inh -6% and 12-LOX inh 6%.
`Cc1cc(C)c(NS(=O)(=O)c2ccc3c(c2)NC(=O)CC(=O)N3)c(C)c1` gave LDHA block -9, Pol kappa inh -6%, Apoferritin bind -3%, ERG-DNA inh 0%, RGS4 inh -12%, APE1 inh 1%, Pol beta inh -13%, POLH inh -2% and 12-LOX inh 9%.
For O=C1c2cccc3c(Nc4ccccc4Cl)c([N+](=O)[O-])cc(c23)C(=O)N1CCO the results were LDHA block -5, Pol kappa inh -12%, Apoferritin bind inconclusive, ERG-DNA inh -6%, RGS4 inh -28%, APE1 inh 14%, Pol beta inh 7%, POLH inh -7% and 12-LOX inh inconclusive.
For O=C(Cc1cccc2ccccc12)NNC(=O)c1cccs1 the results were LDHA block -6, Pol kappa inh -6%, Apoferritin bind -7%, ERG-DNA inh 2%, RGS4 inh 14%, APE1 inh -2%, Pol beta inh 5%, POLH inh 1% and 12-LOX inh -1%.
`COc1cc2c(-c3ccc4cc[nH]c4c3)c(-c3ccc(C#N)cc3)oc(=O)c2cc1OC` gave LDHA block 0, Pol kappa inh -4%, ERG-DNA inh -5%, RGS4 inh -12%, APE1 inh 10%, POLH inh -1% and 12-LOX inh -17%.
For O=[N+]([O-])/C=C1/CCCCCN1 the results were LDHA block -1, Pol kappa inh -2%, Apoferritin bind 9%, ERG-DNA inh -1%, RGS4 inh -49%, APE1 inh -1%, Pol beta inh 1%, POLH inh -11% and 12-LOX inh -11%.
For COC(=O)c1ccc(NC(=O)c2ccc(N(C)S(C)(=O)=O)cc2)cc1 the results were LDHA block -2, Pol kappa inh -7%, Apoferritin bind -9%, RGS4 inh 0%, APE1 inh -4%, Pol beta inh 14%, POLH inh -10% and 12-LOX inh -6%.
`COc1ccc(CNC(=O)CN(C(=O)c2snc(C(N)=O)c2N)c2ccccc2F)cc1` gave LDHA block -15, Pol kappa inh -11%, Apoferritin bind -11%, ERG-DNA inh -2%, RGS4 inh 17%, APE1 inh 40%[activator], Pol beta inh 11%, POLH inh -10% and 12-LOX inh 3%.
For COC(=O)/C=C(\C)N=Nc1c(O)[nH]c2ccccc12 the results were LDHA block -3, Pol kappa inh -13%, Apoferritin bind -20%, ERG-DNA inh -1%, RGS4 inh 5%, APE1 inh inconclusive, Pol beta inh 4%, POLH inh 4% and 12-LOX inh 2%.
`Cc1ccc(N=CNc2ccc(C)cc2C)c(C)c1` gave LDHA block -3, Pol kappa inh 1%, Apoferritin bind -2%, ERG-DNA inh 5%, RGS4 inh 2%, APE1 inh 0%, Pol beta inh 0%, POLH inh -10% and 12-LOX inh 0%.
`Cc1cc(NC(=O)CCN2C(=O)/C(=C/c3ccccc3Cl)SC2=S)no1` gave LDHA block -8, Pol kappa inh -14%, Apoferritin bind -8%, ERG-DNA inh 8%, RGS4 inh 8%, APE1 inh 5%, Pol beta inh 13%, POLH inh 2% and 12-LOX inh -23%.
CCOC(=O)COn1c(=O)c(-c2ccc(Cl)cc2)[n+]([O-])c2ccccc21 was read as LDHA block -5, Pol kappa inh -5%, Apoferritin bind -2%, ERG-DNA inh -6%, RGS4 inh 44%, APE1 inh 20%, Pol beta inh 5%, POLH inh 1% and 12-LOX inh -16%.
COc1ccc(C(=O)/C=C/c2ccc(OC)cc2OC)c(O)c1 was read as LDHA block -15, Pol kappa inh -5%, Apoferritin bind -20%, ERG-DNA inh 1%, RGS4 inh 17%, APE1 inh -4%, Pol beta inh -1%, POLH inh -6% and 12-LOX inh 13%.
Screening CC(=O)Nc1ccc(C(=O)NNC(=O)C2C3CCCCC32)cc1 (stereo not given) returned LDHA block -1, Pol kappa inh -7%, Apoferritin bind -8%, ERG-DNA inh 7%, RGS4 inh -2%, APE1 inh 12%, Pol beta inh 24%, POLH inh -6% and 12-LOX inh -28%.
COc1ccc(N2CCN(C(=O)C(=O)c3c(C)[nH]c4ccccc34)CC2)cc1 was read as LDHA block 2, Pol kappa inh 3%, Apoferritin bind -17%, ERG-DNA inh -1%, RGS4 inh 6%, APE1 inh 25%, Pol beta inh 12%, POLH inh -15% and 12-LOX inh 0%.
`CCOc1ccccc1NC(=O)N1CCN(S(C)(=O)=O)CC1` gave LDHA block 0, Pol kappa inh -7%, Apoferritin bind -1%, ERG-DNA inh -8%, RGS4 inh -32%, APE1 inh 3%, Pol beta inh 10%, POLH inh -14% and 12-LOX inh 36%[activator].
`O=C(Nc1nc2ccccc2s1)c1ccccc1` gave LDHA block 1, Pol kappa inh -3%, Apoferritin bind -9%, ERG-DNA inh 7%, RGS4 inh 5%[56.9 µM], APE1 inh -3%, Pol beta inh -20%, POLH inh -11% and 12-LOX inh 9%.

Part of the list above in order of molecular weight, rising.
COc1ccc(C(=O)/C=C/c2ccc(OC)cc2OC)c(O)c1 was read as LDHA block -15, Pol kappa inh -5%, Apoferritin bind -20%, ERG-DNA inh 1%, RGS4 inh 17%, APE1 inh -4%, Pol beta inh -1%, POLH inh -6% and 12-LOX inh 13%.
O=C(CC1C(=O)NCCN1C(=O)Nc1ccccc1)Nc1ccc2c(c1)OCCO2 (stereo not given) was read as LDHA block 5, Pol kappa inh -14%, Apoferritin bind inconclusive, ERG-DNA inh 12%, RGS4 inh 23%, APE1 inh -2%, Pol beta inh 16%, POLH inh -7% and 12-LOX inh 0%.
`COc1cc2c(-c3ccc4cc[nH]c4c3)c(-c3ccc(C#N)cc3)oc(=O)c2cc1OC` gave LDHA block 0, Pol kappa inh -4%, ERG-DNA inh -5%, RGS4 inh -12%, APE1 inh 10%, POLH inh -1% and 12-LOX inh -17%.

Following part:
Screening CCN(CC)C(=O)Cn1c(=O)n(-c2ccc(C)c(C)c2)c(=O)c2c(C)c(C(=O)N(CC)CC)sc21 returned LDHA block 3, Pol kappa inh -1%[60.1 µM], Apoferritin bind -2%, ERG-DNA inh 2%, RGS4 inh 3%, Pol beta inh 4%, POLH inh -13% and 12-LOX inh -3%.
For CC1CC(C)CN(C(=O)COC(=O)COc2ccccc2C#N)C1 (stereo not given) the results were LDHA block -3, Pol kappa inh -12%, ERG-DNA inh 0%, RGS4 inh -2%, APE1 inh 18%, POLH inh 4% and 12-LOX inh 9%.
Screening COc1ccccc1NS(=O)(=O)c1ccc(C)c(C(=O)NCC2CCCO2)c1 (stereo not given) returned LDHA block -3, Pol kappa inh -17%, Apoferritin bind -4%, ERG-DNA inh -4%, RGS4 inh -5%, APE1 inh 5%, Pol beta inh 5%, POLH inh -2% and 12-LOX inh -15%.
O=C(C[n+]1ccccc1)N/N=C/c1ccc(Cl)c(Cl)c1 was read as LDHA block -5, Pol kappa inh -3%, Apoferritin bind -4%, ERG-DNA inh -7%, RGS4 inh 13%, APE1 inh 7%, Pol beta inh 0%, POLH inh -10% and 12-LOX inh 20%.
Cc1cc(C)c2oc(-c3ccc(Cl)c(NC(=O)c4cccs4)c3)nc2c1 was read as LDHA block -1, Pol kappa inh -29%, Apoferritin bind 0%, ERG-DNA inh -8%, RGS4 inh 10%, Pol beta inh 9%, POLH inh -4% and 12-LOX inh -9%.
